Screening data: PubChem BioAssay, Sanford-Burnham Center for Chemical Genomics
APJ agonist = activates the human apelin receptor APJ; P35414; CHO-K1 APJ PathHunter beta-arrestin, luminescence; 0% DMSO wells, 100% apelin; activation, % at 20 µM; 330,000 tested, 0.11% active; AID 2520;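 active means activation more than six SD over the plate average, tested at 20 µM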;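 further: 0% = DMSO alone and 100% = apelin-13 at 10 nM; some results filed as inactive read as strong as hits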
Target sequence (P35414 whole entry, looked up): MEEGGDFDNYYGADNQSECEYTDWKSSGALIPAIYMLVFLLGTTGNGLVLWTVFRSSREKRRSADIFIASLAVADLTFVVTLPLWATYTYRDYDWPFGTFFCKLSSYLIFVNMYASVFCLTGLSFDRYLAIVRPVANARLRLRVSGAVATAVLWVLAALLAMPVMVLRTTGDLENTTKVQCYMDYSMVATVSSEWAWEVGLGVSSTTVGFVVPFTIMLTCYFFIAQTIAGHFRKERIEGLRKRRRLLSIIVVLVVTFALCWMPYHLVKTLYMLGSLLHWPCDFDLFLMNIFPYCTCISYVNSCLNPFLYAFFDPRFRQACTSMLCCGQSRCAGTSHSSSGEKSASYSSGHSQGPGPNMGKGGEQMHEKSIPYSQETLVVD
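Material: CHO-K1 APJ beta-arrestin complementation cell line; Input: cell density 1000 per well; Incubation: compound stimulation 90 min at 25 °C, detection 60 min; Signal: luminescence from split beta-galactosidase complementation, Galacton Star/Emerald II substrate; Controls: DMSO-only wells as negative, 10 nM Apelin-13 as positive control.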
UPR XBP1 act = adaptive UPR (XBP1) activation | CHO-XBP1 luciferase reporter, IRE1-XBP1 UPR activation, luminescence; percent of tunicamycin response, DMSO as zero | activation, % at 20 µM | 330,000 tested, 0.33% active;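 active means versus positive control, 20 µM dose yields 30% or more activation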;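 further: 100% = tunicamycin at 10 µg/mL and 0% = DMSO only wells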
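incubation = overnight seeding at 37 °C, 6 h compound treatment at 37 °C | assay system = CHO-XBP1 cells stably carrying IRE1-XBP1-driven luciferase reporter | input = 1000 cells per well | detection = luciferase luminescence | dosing = single point, 20 µM final compound, 1% DMSO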
APJ antagonist = blocks the human apelin receptor APJ; P35414; CHO-K1 APJ beta-arrestin complementation, luminescence; inhibition, % at 20 µM; 330,000 tested, 0.32% active; AID 2521;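 active means inhibition above about 40% at 20 µM, limit read from the data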;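 further: cells challenged with 10 nM apelin-13 agonist together with compound; plate controls were apelin-13 plus DMSO wells for no effect and DMSO wells lacking apelin-13 for full effect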
tim10-1 inh = tim10-1 yeast growth inhibition; S. cerevisiae tim10-1 ts strain growth, BacTiter-Glo, 24 h; inhibition, % at 20 µM; 330,000 tested, 2.2% active; AID 463190;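 active means inhibition of at least 40%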;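 further: mutant grown at 25 °C; 0% = DMSO wells with yeast and 100% = wells holding no yeast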
CHOP UPR activ = apoptotic UPR (CHOP) activation | AID 449763 | CHO-CHOP luciferase reporter, luminescence; percent of tunicamycin response over DMSO baseline | activation, % at 10 µM | 330,000 tested, 0.34% active;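 active means at 10 µM dose, activation of 40% or more, normalized to positive control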;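 further: 100% = tunicamycin at 10 µg/mL and 0% = DMSO alone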
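System: CHO-CHOP luciferase reporter cell line | Buffer or medium: F12 medium containing 10% fetal bovine serum | Doses: One dose, 10 µM in 0.5% DMSO | Times: 6 h compound exposure at 37 °C after overnight seeding | Signal: Luciferase luminescence | Read-out: % activation vs tunicamycin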
tim23-1 inh = growth inhibitors of tim23-1 mutant yeast; S. cerevisiae tim23-1 growth, BacTiter-Glo luminescence, 24 h; inhibition, % at 20 µM; 330,000 tested, 1.3% active;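 active means growth inhibition of the mutant yeast at or above 50%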;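 further: temperature-sensitive mutant grown at 25 °C; plate controls were DMSO-treated mutant yeast for no effect and medium wells lacking yeast for full effect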
Mdm2-MdmX inh = inhibitors of human Mdm2/MdmX interaction | inhibition, % at 8 µM | 330,000 tested, 3% active | SaOS-2 split-luciferase Mdm2/MdmX complementation, luminescence | AID 485346;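 active means inhibition of at least 50% at 8 µM in the primary screen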
TIM10 inh = inhibits growth of TIM10 yeast strain. S. cerevisiae TIM10 strain growth, BacTiter-Glo luminescence, 24 h. inhibition, % at 10 µM. 330,000 tested, 1.4% active;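 active means inhibition of 40% or more at the single tested concentration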;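 further: wild-type TIM10 isogenic control strain grown at permissive 25 °C; 0% = DMSO yeast wells and 100% = minimal medium wells without yeast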
CXCR6 block = blocks human CXCR6 beta-arrestin recruitment; inhibition, % at 20 µM; CHO-K1 PathHunter CXCR6 beta-arrestin, luminescence; O00574; 360,000 tested, 0.36% active; AID 602244; in the data active means inhibition above about 34%, passing the limit was not always enough;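 further: antagonist mode with CXCL16 agonist at 10 nM final; 0% = 10 nM CXCL16 with DMSO and 100% = unstimulated wells without agonist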
Target sequence (O00574 whole entry, looked up): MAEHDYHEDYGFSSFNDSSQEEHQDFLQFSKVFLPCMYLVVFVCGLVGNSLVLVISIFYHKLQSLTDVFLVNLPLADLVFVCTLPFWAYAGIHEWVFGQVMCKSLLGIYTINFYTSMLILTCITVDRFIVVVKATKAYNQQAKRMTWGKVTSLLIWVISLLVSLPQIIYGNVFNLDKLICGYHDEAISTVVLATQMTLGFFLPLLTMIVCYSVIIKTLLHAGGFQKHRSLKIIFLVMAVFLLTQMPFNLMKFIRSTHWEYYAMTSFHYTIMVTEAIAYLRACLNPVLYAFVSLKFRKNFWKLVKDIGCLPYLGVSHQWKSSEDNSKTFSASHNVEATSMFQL
Numbers without * were called inactive. The list is partial; rates above refer to the full screens.

SMILES	APJ agonist	UPR XBP1 act	APJ antagonist	tim10-1 inh	CHOP UPR activ	tim23-1 inh	Mdm2-MdmX inh	TIM10 inh	CXCR6 block
c1ccc(CC[C@@H]2CC[C@@H](CCc3ccccc3)N2)cc1	-1	-1	13	-6	-1.6	7	4	10	5
Nn1c(COc2ccccc2)nnc1SC(F)F	-2	-2	22	5	1.6	-8	-15	-13	-4
COC(=O)/C=C1\NC(=O)C(C)S1 (configuration not stated)	0	-2	4	-4	-0.4	11	25	-1	-5
CN1CCC(N(C)C(=O)c2ccc(Cl)c(S(=O)(=O)N3CCc4ccccc43)c2)CC1	-3	0	-1	2	0.1	-5	1	-4	-1
O=C(NCc1nnc2c3ccccc3c(-c3ccccc3)nn12)c1ccc(Cl)cc1	-4	0	20	36	-0.4	49	-22	37	8
CSc1nccc(-c2cc(Cl)sc2Cl)n1	0	-1	-14	33	0.6	25	17	-2	0
Nc1nc(/C=C/c2cccnc2)nc(-c2ccccc2O)n1	4	-1	-9	37	-0.7	23	76*	9	-8
CCOc1ccc(NCc2cccn2-c2nnc(N3CCC(C(=O)NCCCN4CCCCC4CC)CC3)s2)cc1 (configuration not stated)	-6	-2	28	3	0.4	4	49	1	-1
CCC1CCCCN1C(=O)c1cc(COc2ccc(-n3cncn3)cc2)on1 (configuration not stated)	0	-8	8	11	1.5	30	7	4	3
Cc1nc(N2CCN(C(=O)c3ccc(Cl)cc3)CC2)c(C#N)c2c1COC(C)(C)C2	0	-3	12	30	-0.2	36	21	23	-5
COc1ccc(Cl)cc1NC(=O)COC(=O)CCCC1=NS(=O)(=O)c2ccccc2N1	-2	-2	13	17	1.5	6	12	-1	-5
O=C(OCCCc1cc2ccccc2c(=O)o1)c1ccc2c(c1)OCO2	-2	0	-3	-5	-0.6	28	-3	-18	-2
Cc1ccc(NC(=O)CSc2nc(=O)n(CCN(C)C)c3c2CCCC3)cc1Cl	-4	2	18	5	9.8	-4	37	-4	4
CCOC(=O)Cc1csc(NS(=O)(=O)c2cc(Cl)ccc2Cl)n1	0	5	-1	13	-0.8	6	-20	3	2
COc1ccc(C2(C)NC(=O)N(CC(=O)Nc3ccc(Br)cc3F)C2=O)cc1OC (configuration not stated)	1	-3	8	-25	2.1	1	2	5	-2
CN(CCOc1ccccc1)CC(O)COCc1ccccc1F (configuration not stated)	0	-6	-8	-4	-2.3	-9	-20	4	-3
COc1cccc(-c2ccc(NC(=O)C3CCCN(Cc4cnc(N(C)C)s4)C3)cc2)c1 (configuration not stated)	-4	-2	-9	28	0.9	28	-4	13	-9
CC(C)[C@H](NC(=O)N1c2ccccc2NC(=O)[C@@H]1C(C)C)C(=O)N[C@@H](C(=O)O)c1ccccc1	-2	1	-43	4	2.0	-3	-5	0	-6
COc1cccc(NC(=O)CC2C(=O)NC3CCCCC3N2C(=O)c2ccccc2)c1 (configuration not stated)	-4	-1	-1	5	1.0	18	8	9	-13
CCOc1cccc(C2C(C(=O)c3ccc(C)o3)=C(O)C(=O)N2Cc2ccncc2)c1 (configuration not stated)	-2	-1	2	9	2.2	9	20	3	0
Cc1ccc(S(=O)(=O)N2CCN(C(=O)COC(=O)CCOc3ccc(C(C)(C)C)cc3)CC2)cc1	5	-3	7	49*	5.8	33	10	28	1
COCc1ccccc1C1=CC(=O)C[C@H](c2ccc(OC)cc2)C1	-1	-3	-12	10	-2.1	28	5	-5	0
CCOc1ccc(N2C(=O)Nc3ccc(Br)cc3C2(O)C(=O)NCCCN(C)C)cc1 (configuration not stated)	-5	0	-9	-26	3.3	12	8	9	-3
O=c1c2ccccc2nnn1CSc1nnc(-c2cccnc2)n1-c1ccccc1F	-2	-1	2	15	-1.4	-1	-12	4	-1
O=C(/C=N/O)NCC1CCNCC1	-2	-4	-24	-7	1.3	3	-11	-3	3
Cc1cc(N2C(=O)c3ccc(C(=O)Nc4ccccc4O)cc3C2=O)no1	-2	-3	-13	-8	2.7	0	-34	6	-5
CC(C)(C)c1ccc(/C=C2\CCn3c2nc2cc(C(=O)O)ccc2c3=O)cc1	-5	13	23	-17	9.1	33	-7	4	3
CCCCn1c(=O)c(CCC(=O)OCC(=O)Nc2cccc3ccccc23)nc2ccccc21	1	0	-16	24	2.5	26	-16	29	12
Cc1ccccc1OCC1CN(CN2CCOCC2)C(=O)O1 (configuration not stated)	0	0	10	14	-0.4	2	-9	10	4
O=C(NCc1nnc(SCC(=O)N2CCCC2)o1)c1c(F)cccc1Cl	3	-1	8	15	-1.8	14	2	5	-1

As a short view, some entries already given.
SMILES	APJ agonist	UPR XBP1 act	APJ antagonist	tim10-1 inh	CHOP UPR activ	tim23-1 inh	Mdm2-MdmX inh	TIM10 inh	CXCR6 block
Cc1ccc(S(=O)(=O)N2CCN(C(=O)COC(=O)CCOc3ccc(C(C)(C)C)cc3)CC2)cc1	5	-3	7	49*	5.8	33	10	28	1
COCc1ccccc1C1=CC(=O)C[C@H](c2ccc(OC)cc2)C1	-1	-3	-12	10	-2.1	28	5	-5	0
CCOc1ccc(N2C(=O)Nc3ccc(Br)cc3C2(O)C(=O)NCCCN(C)C)cc1 (configuration not stated)	-5	0	-9	-26	3.3	12	8	9	-3

Limited to tim10-1 inh and TIM10 inh (2 entries from above):
Compound	tim10-1 inh	TIM10 inh
O=C(/C=N/O)NCC1CCNCC1	-7	-3
CC(C)(C)c1ccc(/C=C2\CCn3c2nc2cc(C(=O)O)ccc2c3=O)cc1	-17	4

The list continues:
SMILES	APJ agonist	UPR XBP1 act	APJ antagonist	tim10-1 inh	CHOP UPR activ	tim23-1 inh	Mdm2-MdmX inh	TIM10 inh	CXCR6 block
O=C(COC(=O)c1ccccc1C(=O)N1CCN(c2ccccc2)CC1)NCc1ccccc1	0	-3	13	33	1.3	13	5	5	1
CCCCn1c(SCC(=O)N2CCC(C)CC2)nc2ccsc2c1=O	3	0	10	15	0.3	35	13	-53	5
COc1ccc(NC2=NCC(=O)N2c2ccccc2)c(OC)c1	4	-3	17	-20	-1.8	13	10	-24	-6
CCOc1ccc(NS(=O)(=O)c2ccc3c(c2)CCN3C(=O)C2CCC2)cc1	1	-3	-3	-3	-2.4	9	-11	-17	-8
CC1(C)CC(NC(=O)COc2ccc3c4c(c(=O)oc3c2)CCCC4)CC(C)(C)N1	-3	-5	18	0	-1.3	0	1	5	6
CCC(=O)N1N=C(c2ccc(NS(=O)(=O)CC)cc2)CC1c1ccc(C)cc1 (configuration not stated)	0	4	6	23	0.6	17	3	14	1
CCOc1ccc(/C=N/N2C(=O)C(CC(=O)Nc3ccc(F)cc3F)SC2=NC)cc1OC (configuration not stated)	0	2	-10	12	-2.2	-4	18	11	6
COC(=O)CN(C)C(=O)c1ccccc1OC1CCN(S(C)(=O)=O)CC1	-3	-3	-23	5	0.5	-7	1	6	-3
CC(CC(=O)Nc1cccc(S(=O)(=O)N2CCCCC2)c1)c1ccccc1 (configuration not stated)	2	-4	-25	26	0.5	37	9	16	5
COc1c(Cl)cnn(-c2cccc(C)c2)c1=O	0	-3	16	-15	2.7	-9	7	2	-4
N#Cc1ccc(-c2nnnn2-c2ccc3c(c2)OCO3)cc1	1	1	3	10	3.8	1	3	6	5
COc1nnc(-c2ccc(N3CCOCC3)c(NC(=O)c3ccccc3)c2)c2ccccc12	-2	5	11	28	-2.7	42	3	40*	10
O=C(OCC(=O)N1CCCCC1)c1n[nH]c(=O)c2ccccc12	-4	0	22	4	2.7	15	-20	-6	-1
COCCn1cnc2c1c(=O)n(CC(=O)O)c(=O)n2Cc1ccccc1	-1	-2	12	4	2.5	8	10	10	-10
CN(C(=O)c1cc(-c2ccccc2)on1)C1CCCCC1	-3	-5	-11	-16	5.4	22	-68	-16	9
CCCN(Cc1cc2ccc(C)cc2[nH]c1=O)C(=O)c1ccccn1	-1	1	6	13	-0.1	21	9	5	1
Cc1ccc(NC(=O)COC(=O)CCn2c(C)csc2=O)c([N+](=O)[O-])c1	7	-2	-1	36	0.1	32	7	3	6
Cc1cc([N+](=O)[O-])c(NCCCCCCO)c([N+](=O)[O-])c1	-5	-1	0	39	-1.1	24	-19	-5	-6
COc1ccccc1-c1oc2ccccc2c1C#CCCCCO	-2	0	-6	6	1.3	38	19	5	4
CCOC(=O)COc1cc(N)c(Cl)cc1Cl	0	-2	0	5	2.9	-5	-10	16	0
N#CC1=C(N)NC(SCc2ccc(Cl)cc2)=C(C#N)C12CCCCC2	-3	5	-21	12	-1.4	17	43	6	-2
CCOc1ccc(CN(C)C(=O)c2ccc(NC(=O)CC3SC(N4CCCC4)=NC3=O)cc2)cc1 (configuration not stated)	7	-4	17	3	1.9	-3	17	18	-10
COc1cccc2cc(C(C)N(CCCN3CCOCC3)C(=S)Nc3cccc(C)c3C)oc12 (configuration not stated)	-3	-2	-11	20	0.8	14	-34	-2	-2
O=C(NCCc1ccccc1)c1ccc2c(c1)OCCCO2	1	-14	-7	-15	-9.2	7	97*	4	0
COc1cccc(CNC(=O)C2CCCN(S(=O)(=O)c3cccc4nonc34)C2)c1 (configuration not stated)	1	-2	1	21	-0.2	9	-12	-5	8
CCn1c(N2CCN(Cc3ccc([N+](=O)[O-])cc3)CC2)nc2ccccc21	-3	0	-8	11	3.3	23	16	11	0
COc1ccc(CC2(CO)CCN(Cc3cc4ccccc4o3)CC2)cc1	0	-1	1	2	-2.5	9	27	5	-2
COc1ccc(CCC(C(O)C(F)(F)F)S(=O)c2ccccc2)cc1 (configuration not stated)	-3	-1	10	3	-0.3	7	10	7	-5
CN=C1S/C(=C\c2ccc(O)c(OC)c2)C(=O)N1C	-3	18	13	31	2.4	31	-4	27	11
NC(=O)c1cc(Cl)ccc1OCC(=O)N1CCCc2ccccc21	-5	3	6	-5	4.1	3	-8	19	-2
CCOC(=O)C1(Cc2ccc(OC)cc2)CCN(C(=O)C2CCCO2)CC1 (configuration not stated)	-4	3	10	20	-0.8	18	-9	5	2
NC(=O)CNCCC(c1ccccc1)c1ccccc1	-6	-9	6	5	2.0	-15	-7	4	-5
O=C(c1cccc(F)c1)N1CCN(S(=O)(=O)Cc2ccccc2)CC1	-6	0	-21	-4	-2.1	9	13	-23	-3
CCOc1ccc2[nH]c(=O)c(CN(CCO)C(=O)c3ccc(OC)c(OC)c3)cc2c1	-4	2	17	6	6.4	-2	7	4	0
Cc1cccc(NC(=O)CCN2CCCC(C)C2)c1 (configuration not stated)	-3	-3	4	1	1.3	8	3	4	6
CSc1ncccc1C(=O)OCC(=O)c1cc(C)n(C)c1C	-3	0	1	21	1.1	22	-184	11	4
Cc1ccc(S(=O)(=O)N2CCN(C(=O)COC(=O)c3cccnc3Cl)CC2)c(C)c1	-3	0	-59	5	0.7	16	10	5	2
C/C(O)=C(\C#N)c1nc2ccccc2[nH]1	-1	-1	-7	7	-2.4	17	-24	-7	-3
Cn1cnnc1SCC(=O)Nc1ccc(F)cc1F	-1	-1	20	-3	-1.0	9	9	-5	5
Cc1ccc(Cn2c(N3CCN(CCO)CC3)nc3c2c(=O)n(C)c(=O)n3C)cc1	-4	-3	-10	9	1.4	13	17	-7	-12
COc1ccc(NC(=S)N2CCN(Cc3ccccc3)CC2)c(OC)c1	-1	3	5	6	1.4	0	11	1	-9
